EPAC2 agonist – agonists of human EPAC2 (RAPGEF4) | EPAC2 activation, biochemical qHTS; response scale: 100% = 6.5 mM cAMP response | 0.079% of 360,000 active | Q8WZA2 | Potency, µM (series often up to 154 µM), for the others: top-dose activation, usual class: activators; further: potency means the concentration at half of the fitted maximal effect; nearly all actives have a fitted effect of over 50% in size
Target sequence (Q8WZA2 whole entry, looked up): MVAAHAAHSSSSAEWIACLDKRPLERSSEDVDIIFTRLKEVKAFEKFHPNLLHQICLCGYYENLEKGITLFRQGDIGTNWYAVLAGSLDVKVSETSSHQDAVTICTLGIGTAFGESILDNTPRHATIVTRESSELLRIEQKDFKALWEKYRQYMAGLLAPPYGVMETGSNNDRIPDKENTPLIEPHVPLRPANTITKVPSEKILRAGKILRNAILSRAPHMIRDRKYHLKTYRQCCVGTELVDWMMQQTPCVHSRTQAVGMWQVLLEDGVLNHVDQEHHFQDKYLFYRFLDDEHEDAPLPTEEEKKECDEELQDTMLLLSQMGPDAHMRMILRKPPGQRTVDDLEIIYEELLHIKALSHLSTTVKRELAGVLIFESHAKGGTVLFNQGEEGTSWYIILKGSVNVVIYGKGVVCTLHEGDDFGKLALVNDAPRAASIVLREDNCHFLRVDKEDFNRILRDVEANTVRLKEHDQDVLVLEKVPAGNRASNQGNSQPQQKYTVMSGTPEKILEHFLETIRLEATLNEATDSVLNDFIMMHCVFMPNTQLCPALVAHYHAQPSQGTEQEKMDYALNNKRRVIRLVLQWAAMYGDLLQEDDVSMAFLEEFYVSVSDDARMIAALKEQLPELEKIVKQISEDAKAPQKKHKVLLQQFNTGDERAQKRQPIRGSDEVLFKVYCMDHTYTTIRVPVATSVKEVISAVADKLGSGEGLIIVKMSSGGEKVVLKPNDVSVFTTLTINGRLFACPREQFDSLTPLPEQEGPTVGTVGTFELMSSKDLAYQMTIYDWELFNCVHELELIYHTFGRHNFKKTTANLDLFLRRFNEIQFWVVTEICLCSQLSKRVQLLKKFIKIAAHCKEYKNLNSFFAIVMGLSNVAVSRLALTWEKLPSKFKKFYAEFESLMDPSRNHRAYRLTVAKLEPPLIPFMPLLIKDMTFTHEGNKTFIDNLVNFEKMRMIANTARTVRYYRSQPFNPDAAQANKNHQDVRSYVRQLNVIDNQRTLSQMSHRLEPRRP
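In this primary screen, activation is scored as increased exchange of BODIPY-GDP from Rap1B by 100 nM EPAC2, with 50 uM GDP as competitor. Signal is normalized to the 6.5 mM cAMP agonist control.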
Nrf2 ARE act – Nrf2 pathway activation; AREc32 ARE-luciferase reporter (MCF7-derived line), luminescence, 24 h; Potency, µM (series often up to 46.1 µM), for the others: top-dose activation, usual class: activators; 0.31% of 410,000 active; AID 624171; further: potency means the concentration at half of the fitted maximal effect; % of control where 0% means no effect; nearly all actives have a fitted effect of over 65% in size
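ARE activation measured as luciferase luminescence (Steady-Glo, 30 min RT) in AREc32_Fluc cells after 24 hr compound exposure at 37 deg C, 5% CO2; cells seeded overnight at 1000/well in OPTI-MEM, 5% FBS.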
A549 tox – A549 cytotoxicity, counter-screen for Nrf2 inhibitors; A549 ARE-Fluc cells, CellTiter-Fluor viability, 18-24 h; 0.16% of 390,000 active; Potency, µM (titrated, usually from 46 µM), for inactives: at the highest dose activity change, negative = cytotoxicity, hits mostly inhibitors; further: potency means the concentration at half of the fitted maximal effect; on the % scale 0 is the no-effect control and ±100 the full control effect
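A549 ARE_Fluc cells in 5% FBS OPTI-MEM were exposed to compounds in concentration-response for 18-24 h at 37 deg C. Viability was read by CellTiter-Fluor fluorescence (Ex 405/Em 525) after 30 min, before the luciferase read.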
Nrf2 inh – Nrf2 pathway inhibition | 2.1% of 360,000 active | A549 ARE-Fluc reporter, luciferase luminescence, 18-24 h | Potency, µM (highest dose often 46 µM), without a hit: at the highest dose activity change, negative = inhibition, most hits filed as inhibitors; further: potency means the concentration at half of the fitted maximal effect; on the % scale 0 is the no-effect control and ±100 the full control effect; nearly all actives have a fitted effect of over 60% in size
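A549 ARE_Fluc cells (5000/well, 5% FBS OPTI-MEM) pre-incubated 2 h, then treated with compounds 18-24 h at 37C/5% CO2 in concentration-response. CellTiter-Fluor viability read first; BugLite luciferase luminescence after 15 min at room temperature gives Nrf2 activity.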
Akt phos inh – inhibitors of Akt phosphorylation; 0.32% of 360,000 active; Neuro2A IGF-stimulated pAkt S473 HTRF, 20 min; hits give low values; AID 651550; activity change, % for hits at 50 µM; in the data active means activity change below about -80%; inconclusive means mostly about -51% to -80%; further: on the % scale 0 is the no-effect control and ±100 the full control effect
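Neuro2A cells in DMEM with 0.5% FBS, overnight at 37 deg C, given compound at single 50 µM final, then IGF (6 nM final) for 20 min at 37 deg C. Lysed; phospho-Akt Ser473 by HTRF after 24 h, 665/615 ratio.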
TGFb SMAD3 inh – blocks TGF-b signaling. HepG2 CAGA-GFP TGF-b/SMAD3 reporter, GFP fluorescence, 18 h; TGF-beta stimulated, 500 pg/mL final. 1.2% of 410,000 active. Potency, µM (doses to about 46.1 µM), for the others: at the top dose activity, negative = inhibition, most hits filed as inhibitors; further: potency means the concentration at half of the fitted maximal effect; on the % scale 0 is the no-effect control and ±100 the full control effect; nearly all actives have a fitted effect of over 65% in size
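GFP signal (ex488/em500-530) from TGF-beta-stimulated HEPG2 CAGA-GFP cells, 500 pg/mL final, 18 h at 37 degrees C in DMEM plus 1% FBS, normalized to unstimulated and DMSO-stimulated controls.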
Mm-Cpn inhibitor – inhibitors of Methanococcus maripaludis chaperonin (MmCpn); purified Mm-Cpn ATPase, ADP Transcreener TR-FRET; 0.031% of 330,000 active; Potency, µM (doses to about 76.9 µM), without a hit: at the highest dose activity, negative = inhibition, usual class: inhibitors; further: potency means the concentration at half of the fitted maximal effect; on the % scale 0 is the no-effect control and ±100 the full control effect; nearly all actives have a fitted effect of over 80% in size
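ATPase read-out: TR-FRET ADP immunoassay (anti-ADP Eu cryptate vs ADP-d2), ex 320 nm, em 590/665 nm; signal drops as ADP forms. Enzyme 25 nM, ATP 10 uM, 30 min at 37°C after 10 min compound preincubation.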
EPAC2 antag – EPAC2 (human) antagonism; EPAC2 GEF exchange of Rap1B-BODIPY-GDP, fluorescence; Potency, µM (top dose mostly 114 µM), for the others: at the top dose activity, negative = inhibition, usual class: inhibitors; 0.18% of 360,000 active; AID 720708; further: potency means the concentration at half of the fitted maximal effect; on the % scale 0 is the no-effect control and ±100 the full control effect; nearly all actives have a fitted effect of over 45% in size; many of its hits are not listed in these tables
CCT modulator – changes cytosolic chaperonin activity; purified chaperonin ATPase assay, HTRF ADP detection, 30 min; activity change, % (test concentration not listed), hits read low; 0.3% of 360,000 active; in the data active means activity change below about -30%; further: on the % scale 0 is the no-effect control and ±100 the full control effect
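ATPase activity: ADP formed was measured by HTRF Transcreener (665/615 nm ratio) after 30 min at 37 deg C with 10 uM ATP. Compounds screened at one 76 uM concentration against 40 or 20 nM TRiC in Tris pH 7.4/KCl/MgCl2/DTT buffer.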
* hit, by the source's call; i = inactive; u = inconclusive; x = not tested or not shown; [ ] = remark or other dose. Unless noted, the call rests on the fitted dose curve; in most records, active means well fitted curve in the direction sought with a large enough effect; inconclusive means small, poorly fitted or top-dose-only effect, or another doubt; inactive means no such curve, though single readings can be large; an effect the other way counts as inactive or inconclusive. These rows are one share of the data, so the mix of outcomes need not match the whole.

SMILES	EPAC2 agonist	Nrf2 ARE act	A549 tox	Nrf2 inh	Akt phos inh	TGFb SMAD3 inh	Mm-Cpn inhibitor	EPAC2 antag	CCT modulator
O=C(N/C=C/c1ccccc1)c1ccccc1	-3%	u	-4%	u	i	11%	-4%	0%	0.5
Cc1ccccc1C1C(=O)c2ccccc2C1=O	4%	0.1%	0%	0%	i	13%	-3%	0%	-2.9
COc1ccc(NC(=O)c2sc3nc4c(cc3c2N)CN(Cc2ccccc2)CC4)cc1OC	x	-0.9%	-5%	13%	x	17%	x	x	x
Cc1ccc(CN2C(=O)C3(c4ccccc42)N(c2ccc(C)c(Cl)c2)C(=O)CS3(=O)=O)cc1 (stereo not given)	x	-1.3%	-1%	u	x	-15%	x	x	x
CCN(CC)S(=O)(=O)c1ccc(N2CC(C(=O)N3Cc4ccccc4CC3C(N)=O)CC2=O)cc1 (stereo not given)	8%	0.7%	4%	15%	i	-3%	-1%	3%	-1.2
COc1cc(CN2C[C@@H](CO)O[C@@H](n3cnc4c(N(C)C(C)C)ncnc43)C2)cc(OC)c1OC	1%	-0.5%	x	x	i	2%	x	13%	0.2
CCOC(=O)N/N=C/c1ccccc1F	-1%	0.1%	u	u	i	4%	-1%	11%	0.7
COc1ccccc1NC(=O)CCCC(=O)OC(C)C(=O)c1ccccc1 (stereo not given)	2%	0.0%	2%	10%	i	12%	1%	7%	-8.0
CCN1CCN(CCCN(Cc2ccco2)C(=S)Nc2ccc(C)c(Cl)c2)CC1	-2%	4.7%	-14%	5%	i	-17%	-8%	7%	-0.9
Clc1ccc(-n2nnc(-c3cccnc3Cl)n2)cc1Cl	10%	2.7%	2%	u	i	3%	x	-4%	-5.0
CCOC(=O)C(=NCCCN(C)C)NNc1ccc(Br)cc1	20%	-0.3%	u	12%	i	-10%	1%	-3%[57.1 µM]	0.9
O=C(C[n+]1ccc(-c2nnc3n2CCCCC3)cc1)c1ccc(Cl)cc1	2%	-0.9%	2%	1%	i	98%[activator]	0%	-19%	2.4
COc1ccc(C(=O)c2ccsc2N)cc1	4%	2.9%	-4%	u	i	-19%	-2%	-7%	0.3
CCc1ccc(OCC(=O)Nc2cc(S(=O)(=O)CC)ccc2O)cc1	-10%	-0.6%	12%	6%	i	u	0%	-11%	0.0
O=C(NCc1ccco1)C1CCCN1C(=O)Nc1ccc(Br)cc1 (stereo not given)	8%	-0.4%	-7%	0%	i	0%	0%	4%	-3.3
CCOc1ccc(C(=O)Nn2cnnc2)cc1	5%	0.1%	-14%[1.84 µM]	7%	i	4%	u	-3%	-3.6
CC(C)(C)c1ccc(/C=N/Nc2nncn2N)cc1	8%	-2.1%	3%	-26%	i	-10%	2%	1%	0.4
O=C1CC(c2ccccc2)Sc2nc(-c3ccc(F)cc3)nn21 (stereo not given)	x	0.5%	1%	14%	x	-3%	x	x	x
O=C(NC(N1CCCCCC1)C(Cl)(Cl)Cl)c1ccccc1Cl (stereo not given)	-3%	-0.3%	6%	-16%	i	15%	1%	1%	1.5
Cc1cccc(C(=O)NNS(=O)(=O)c2ccc(F)cc2)c1O	8%	0.3%	0%	1%	i	-20%	-1%	u	1.4
O=C(CC1SC(N2CCCCC2)=NC1=O)Nc1cccc(C(=O)N2CCCC(C(F)(F)F)C2)c1 (stereo not given)	4%	-0.2%	-9%	5%	i	1%	x	3%	1.0
Oc1ccc(-c2nccc(-c3ccc(Cl)cc3Cl)n2)cc1	5%	0.2%	1%	21%	i	u	0%	-13%	-2.3
Cc1ccc(NC(=O)Nn2cnnc2)cc1	9%	1.4%	11%	3%	i	-16%	-1%	3%	-4.2
COc1ccc(C2N=C(N)N=C(N)N2c2ccccc2)cc1OC (stereo not given)	11%	0.1%	0%	4%	i	7%	2%	-3%	-35*
O=C1c2ccccc2C(=O)N1CCCON1C(=O)c2ccccc2C1=O	-1%	0.0%	-5%	-4%	i	u	-2%	15%	-1.3

An excerpt from further up:
SMILES	EPAC2 agonist	Nrf2 ARE act	A549 tox	Nrf2 inh	Akt phos inh	TGFb SMAD3 inh	Mm-Cpn inhibitor	EPAC2 antag	CCT modulator
O=C(N/C=C/c1ccccc1)c1ccccc1	-3%	u	-4%	u	i	11%	-4%	0%	0.5
Cc1ccccc1C1C(=O)c2ccccc2C1=O	4%	0.1%	0%	0%	i	13%	-3%	0%	-2.9
COc1ccc(NC(=O)c2sc3nc4c(cc3c2N)CN(Cc2ccccc2)CC4)cc1OC	x	-0.9%	-5%	13%	x	17%	x	x	x
Cc1ccc(CN2C(=O)C3(c4ccccc42)N(c2ccc(C)c(Cl)c2)C(=O)CS3(=O)=O)cc1 (stereo not given)	x	-1.3%	-1%	u	x	-15%	x	x	x

Looked up one by one from the entries so far:
SMILES	EPAC2 agonist	Nrf2 ARE act	A549 tox	Nrf2 inh	Akt phos inh	TGFb SMAD3 inh	Mm-Cpn inhibitor	EPAC2 antag	CCT modulator
CC(C)(C)c1ccc(/C=N/Nc2nncn2N)cc1	8%	-2.1%	3%	-26%	i	-10%	2%	1%	0.4
COc1ccc(NC(=O)c2sc3nc4c(cc3c2N)CN(Cc2ccccc2)CC4)cc1OC	x	-0.9%	-5%	13%	x	17%	x	x	x
Oc1ccc(-c2nccc(-c3ccc(Cl)cc3Cl)n2)cc1	5%	0.2%	1%	21%	i	u	0%	-13%	-2.3
COc1ccccc1NC(=O)CCCC(=O)OC(C)C(=O)c1ccccc1 (stereo not given)	2%	0.0%	2%	10%	i	12%	1%	7%	-8.0
COc1cc(CN2C[C@@H](CO)O[C@@H](n3cnc4c(N(C)C(C)C)ncnc43)C2)cc(OC)c1OC	1%	-0.5%	x	x	i	2%	x	13%	0.2

Going on with the list.
SMILES	EPAC2 agonist	Nrf2 ARE act	A549 tox	Nrf2 inh	Akt phos inh	TGFb SMAD3 inh	Mm-Cpn inhibitor	EPAC2 antag	CCT modulator
N#CC1=C(N)OC2=C(C(=O)CCC2)C1c1ccc(OC(=O)N2CCOCC2)cc1 (stereo not given)	10%	-0.2%	1%	-16%	i	-14%	0%	-4%	-0.1
CCN1CCN(c2ccc(NC(=O)c3ccco3)cc2Cl)CC1	11%	-0.2%	2%	u	i	28%	0%	2%	0.9
O=C(/C=C/c1ccc(Br)o1)OCc1ccccc1	0%	-0.5%	0%	-11%	i	-11%	-1%	-2%	0.5
O=C(OCn1nnc2ccccc2c1=O)C1COc2ccccc2O1 (stereo not given)	11%	-1.3%	-23%	-3%	x	-2%	1%	-8%	-2.2
CCOC(=O)c1ccc(NC(=S)NC(=O)COc2ccccc2)cc1	15%	2.9%	9%	9%	i	0%	-7%	-4%	0.8
Fc1c(F)c(F)c(N/N=C/c2c[nH]c3ccccc23)c(F)c1F	-5%	13µM*	-5%	-6%	i	u	-1%	-13%	-3.4
CCOC(=O)c1cc(-c2ccccc2)nn1Cc1cc(C)no1	15%	4.7%	4%	12%	i	13%	-4%	-1%	1.5
CN1C(=O)C2(OCCCO2)c2ccccc21	8%	-1.1%	2%	-3%	i	1%	1%	4%	0.9
Cn1c(=O)c2c(nc(N3CCOCC3)n2CCc2ccccc2)n(C)c1=O	6%	-0.4%	4%	-5%	i	-2%	-1%	-1%	-4.9
CN(Cc1cnn(-c2ccc(F)cc2)c1)Cc1nc(Cc2ccccc2)no1	-2%	-0.1%	2%	-6%	i	-15%	-1%	1%	0.3
CCN(CC)C(=O)c1cccc(NC(=O)c2cc(-c3ccccn3)nc3ccccc23)c1	2%	4.2%	-2%	-7%	i	u	1%	-15%	-1.4
COc1ccc(N2C(=O)[C@@H]3Cc4ccccc4CN3C2=O)cc1	-6%	0.2%	-8%	-5%	i	0%	-3%[15.4 µM]	-26%	0.7
C[C@@H]1CC[C@H](O)/C=C/C(=O)O[C@H](C)CC[C@H](O)/C=C/C(=O)O1	1%	17%	-11%	u	i	u	-3%	-10%	-0.5
CCc1noc(C)c1C(=O)Nc1nc2ccc(F)cc2s1	7%	12%	0%	u	i	-20%	-3%	-10%	1.8
CC(C)Oc1cccc(C(=O)NC(=S)Nc2cccnc2)c1	3%	4.6%	14%	15%	i	-10%	-2%	-5%	0.4
Cc1ccccc1OCC(=O)Nc1ccc2nc(SCC(=O)N3CCc4ccccc43)sc2c1	x	-0.7%	2%	u	x	1%	x	x	x
CCC1(C)Cc2ccccc2-c2nc3n(c(=O)c21)CCS3 (stereo not given)	-9%	-0.1%	-4%	0%	i	u	-7%	3%	-1.9
CC(C)N(Cc1ccccc1)S(=O)(=O)c1ccc(-c2cc(C(F)(F)F)on2)s1	x	0.4%	5%	u	x	0%	x	x	x
Cc1ccc(Cl)cc1N1CCN(C(=O)c2cn(C3CCCCC3)c(=O)c3c2c2ccccc2n3C)CC1	x	-1.1%	-3%	-6%	x	u	x	x	x
COc1cc2c(cc1NC(=S)Nc1cccc(C(F)(F)F)c1)oc1ccccc12	1%	3.8%	-3%	-15%	i	u	-6%	-1%	-27
COCCN(Cc1cc2ccc(C)cc2[nH]c1=O)S(=O)(=O)c1ccccc1	7%	0.4%	-1%	-10%	i	u	u	-13%	-3.1
COc1ccccc1-c1cc(C(F)(F)F)nc(N2CCN(c3ccc(F)cc3)CC2)n1	11%	0.1%	u	12%	i	-2%	-3%	-5%	0.2
Cc1cccc(C)c1NC(=O)CNC(=O)C1COc2ccccc2O1 (stereo not given)	3%	-0.2%	10%	3%	i	-4%	-2%	0%	0.3
COc1ccc(NS(=O)(=O)c2ccc(N)c(C(=O)O)c2)cc1	-10%	-0.2%	-3%	8%	-115%*	6%	0%	16%	-1.0
CN(C)S(=O)(=O)c1cccc(NC(=S)NC23CC4CC(CC(C4)C2)C3)c1	2%	2.2%	-9%	-16%	i	u	-2%	3%	0.6

Screening data deposited in PubChem by National Center for Advancing Translational Sciences (NCATS).
